HTRA1 inh: HTRA1 serine protease inhibitors, primary screen, biochemical, fluorescence polarization, HTS. Q92743. recombinant HTRA1, FP-rhodamine activity-based probe. inhibition, % at 5.96 µM. 0.5% of 340,000 active; in the data active means inhibition above about 36%;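 further: 0% = enzyme with DMSO and 100% = wells lacking enzyme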
mABHD4 FP: ABHD4 inhibitors, primary screen, biochemical, fluorescence polarization, mouse | (Lyso)-N-acylphosphatidylethanolamine lipase (Mus musculus), Q8VD66 | purified mABHD4, FP-Rh probe fluorescence polarization | inhibition, % at 8.92 µM | 0.54% of 370,000 active | AID 720543, 2013;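 active means inhibition exceeding the mean over every tested compound plus 3 SD, cut at about 30% in these data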;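 further: 0% = plate median of compound wells and 100% = S159A mutant with DMSO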
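Test system: mABHD4 protein | Buffer or medium: HEPES pH 7.0 buffer, 150 mM NaCl, 0.01% Pluronic F-127 | Probe or stimulus: FP-Rh fluorescent activity-based probe, added after compound pre-incubation | Timing: Pre-incubation 45 min, probe exposure 60 min, at 25 °C | Technique: Fluorescence polarization, excitation 525 nm, emission 598 nm, BODIPY TMR filters | Repeats: Single well per compound (singlicate)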
NPR2 activator: human GC-B receptor activators, primary screen, HEK293 GC-B cells, cGMP TR-FRET, EC30 CNP; Atrial natriuretic peptide receptor 2 (Homo sapiens), P20594; 0% at EC30 CNP, 100% saturating CNP; activation, % at 10 µM; 0.11% of 370,000 active; AID 1920062, 2024;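 active means activation at 10 µM reaching about 35% in either raw or pattern-adjusted values, limit read from the data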
Target sequence (P20594 whole entry, looked up): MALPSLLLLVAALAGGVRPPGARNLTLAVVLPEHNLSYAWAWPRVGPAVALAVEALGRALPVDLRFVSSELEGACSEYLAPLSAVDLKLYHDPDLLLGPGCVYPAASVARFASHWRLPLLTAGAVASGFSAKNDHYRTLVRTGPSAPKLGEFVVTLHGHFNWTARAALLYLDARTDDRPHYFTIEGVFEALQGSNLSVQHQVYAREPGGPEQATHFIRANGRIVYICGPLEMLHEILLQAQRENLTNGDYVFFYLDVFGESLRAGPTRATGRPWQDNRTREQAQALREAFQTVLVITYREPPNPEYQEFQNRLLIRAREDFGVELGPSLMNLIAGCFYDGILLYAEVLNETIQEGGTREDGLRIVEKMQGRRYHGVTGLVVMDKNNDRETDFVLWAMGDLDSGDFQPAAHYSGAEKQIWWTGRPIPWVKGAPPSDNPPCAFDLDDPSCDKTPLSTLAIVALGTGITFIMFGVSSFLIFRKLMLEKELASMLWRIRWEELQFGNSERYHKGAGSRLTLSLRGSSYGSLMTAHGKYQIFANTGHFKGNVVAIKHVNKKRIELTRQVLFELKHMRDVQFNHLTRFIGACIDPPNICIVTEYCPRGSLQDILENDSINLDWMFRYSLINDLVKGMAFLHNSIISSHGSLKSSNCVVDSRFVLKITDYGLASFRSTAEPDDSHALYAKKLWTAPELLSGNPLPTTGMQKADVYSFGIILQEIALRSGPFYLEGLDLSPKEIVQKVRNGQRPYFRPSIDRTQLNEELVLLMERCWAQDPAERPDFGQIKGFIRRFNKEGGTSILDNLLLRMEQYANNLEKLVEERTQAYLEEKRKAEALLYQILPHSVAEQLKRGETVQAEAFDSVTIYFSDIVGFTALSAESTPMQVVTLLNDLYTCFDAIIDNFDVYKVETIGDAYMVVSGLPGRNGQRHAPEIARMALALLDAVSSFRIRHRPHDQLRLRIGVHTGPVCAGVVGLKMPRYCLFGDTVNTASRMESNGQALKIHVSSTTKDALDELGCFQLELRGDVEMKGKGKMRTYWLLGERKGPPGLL
ARFGAP1 inh: inhibitors of rat ARFGAP1 GAP activity, primary screen, biochemical, fluorescence polarization, GDP tracer. Arfgap1-stimulated ARF1 GTP hydrolysis, GDP FP detection. 0.26% of 360,000 active. AID 651572, 2012. inhibition, % at 16.5 µM. ADP-ribosylation factor GTPase-activating protein 1 (Rattus norvegicus), Q62848;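 active means inhibition above a per-plate limit, mean inhibition of low control wells plus 3 SD, cut at about 25% in these data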;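 further: 0% = DMSO wells with enzyme and 100% = wells lacking Arfgap1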
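system = rat Arfgap1 catalytic domain, aa 1-136 | technique = FP, GDP Alexa 633 tracer displaced from anti-GDP antibody, 620/688 nm | compound = one concentration, 16.5 µM, DMSO 1.26% | medium = HEPES-based buffer, pH 7.5 | timing = compound-enzyme preincubation 20 min, reaction 120 min, detection 60 min, 25 °C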
PG9 Ab binder: binders of HIV-1 gp120 antibody PG9, primary screen, biochemical, TR-FRET. TR-FRET gp120-PG9 antibody binding. HIV-1 gp120 / PG9 antibody interaction. 0.43% of 360,000 active. AID 624416, 2012. inhibition, % at 6.7 µM; in the data active means inhibition above about 8.5%
ASAP1 GAP inh: inhibitors of human ASAP1 ArfGAP activity, primary screen, biochemical, fluorescence polarization | Arf-GAP with SH3 domain, ANK repeat and PH domain-containing protein 1 (Homo sapiens), … | ASAP1-stimulated ARF1 GTP hydrolysis, GDP FP detection | inhibition, % at 16.5 µM | 0.19% of 360,000 active; in the data active means inhibition above about 25%;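 further: 0% = vehicle with enzyme and substrate and 100% = no enzyme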
NR1D1 modulator: modulators of Rev-erb alpha DNA binding, primary screen, biochemical, FITC-DNA, fluorescence polarization, uHTS; Rev-erbα–FITC-DNA binding, 90 min; activity, % at 10 µM; 0.79% of 370,000 active; AID 1259318, 2017;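 active means activity above about 14%, limit read from the data; passing the limit was not always enough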;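 further: 0% = DMSO wells with 35 nM protein and 100% = DMSO wells with 750 nM protein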
NPR1 activator: GC-A stimulated cGMP production enhancers – HEK293 GC-A cells, cGMP TR-FRET, EC30 ANP, primary screen; Atrial natriuretic peptide receptor 1 (Homo sapiens), P16066; 0% at EC30 ANP, 100% saturating ANP; activation, % at 10 µM; 0.14% of 370,000 active; AID 1671463, 2021; in the data active means activation above about 40%
SMARCA2 activ: SMARCA2 (BRM) function activators, primary screen, cell-based, luminescence, high throughput; 1% of 370,000 active; AID 652017, 2013; activation, % at 9.1 µM; MG213 cells, MMTV-luciferase reporter, dexamethasone, overnight; in the data active means activation above about 7.8%;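 further: 0% = vehicle wells and 100% = reference activator wells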
rCAG binder: binders of r(CAG) RNA repeats, primary screen, biochemical, fluorescence | AID 651821, 2012 | inhibition, % at 3 µM | 1.3% of 370,000 active | r(CAG) RNA repeat, TO-PRO-1 dye displacement fluorescence;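 active means inhibition above the plate cutoff, the mean of all test compounds on that plate plus 3 SD, cut at about 35% in these data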;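 further: 0% = DMSO alone and 100% = 100 µM mitoxantrone as full dye displacement; higher means more dye released from RNA so lower well fluorescence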
* marks the source's active call; other numbers are inactive results; · = no result given.

SMILES | HTRA1 inh | mABHD4 FP | NPR2 activator | ARFGAP1 inh | PG9 Ab binder | ASAP1 GAP inh | NR1D1 modulator | NPR1 activator | SMARCA2 activ | rCAG binder
COc1ccc(-c2noc(N3CCC(C(=O)Nc4cc(OC)c(OC)c(OC)c4)CC3)n2)cc1 | -10.2 | 1.8 | -0.9 | 10.2 | -0.3 | 17.6 | 2.2 | 0.9 | -1.6 | -0.7
CC(=O)N1/C(=C/c2ccc(N(C)C)cc2)C(=O)c2ccccc21 | -3.5 | -14.8 | -12.8 | -3.2 | -9.4 | 5.2 | -8.8 | -43.8 | 2.5 | -4.3
Cc1cc(C)c(S(=O)(=O)Nc2cc(C)on2)c(C)c1 | 5.1 | 0.8 | 2.1 | 2.8 | 3.1 | -6.8 | -2.3 | -0.2 | -2.2 | 0.7
CC(=O)Nc1ccccc1OCC(=O)c1cc(C)n(Cc2cccs2)c1C | -12.8 | 1.9 | -2.8 | 3.3 | 2.5 | 5.4 | 1.9 | 2.9 | -6.1 | -3.3
CCCCCn1cnc2c(=S)nc(N)[nH]c21 | 1.0 | -2.9 | 80.7* | -0.7 | -0.6 | -6.5 | -4.5 | 74.8* | 0.4 | -1.3
Nc1nc(Br)c2ccccc2c1-c1ccc(F)cc1 | -1.5 | -3.5 | -6.9 | -9.3 | -0.3 | 23.4 | 2.7 | -12.4 | -2.1 | -1.1
O=C(Nc1ccccc1N1CCOCC1)c1cc(-c2ccco2)nc2ccccc12 | -16.3 | -4.8 | 8.3 | 5.8 | -0.4 | -3.8 | -10.7 | 1.0 | 1.6 | 13.4
O=C(N/C(=C\c1ccccc1)C(=O)N1CCN(CCO)CC1)c1ccccc1 | -0.8 | -6.1 | -3.6 | 2.5 | 0.1 | 5.3 | -1.6 | 2.0 | -4.3 | -3.5
O=C(Nc1nnc(SCc2ccccc2)s1)C1=COCCO1 | -15.6 | -4.4 | -1.0 | 14.8 | -0.3 | -11.7 | -2.3 | 2.6 | 4.0 | 1.4
CC(=O)c1cccc(NC(=S)NC(=O)CC(C)(C)C)c1 | -5.9 | 2.3 | -4.2 | 13.1 | 0.0 | 0.1 | -3.1 | 0.1 | -3.2 | -4.7
CC1=C(C(=O)N(C)C)CC(CC(=O)NCC2CCCCC2)C(=O)N1Cc1ccc(F)cc1 (configuration not stated) | · | -3.3 | -8.2 | 0.1 | 1.7 | 1.2 | -5.4 | -2.8 | -1.5 | 0.3
CC1(C)Cn2c(nnc2-c2ccccc2)S1 | 0.9 | -6.0 | 1.9 | 4.4 | -1.6 | -9.2 | -0.7 | 4.7 | 0.3 | -4.0
CCC1Oc2ccccc2N(CC(=O)Nc2ccccc2OC)C1=O (configuration not stated) | -10.1 | -0.4 | 2.9 | 0.7 | -1.1 | 2.5 | -5.5 | 0.0 | -2.3 | -3.4
CCC(C)[C@H](NC(=O)Nc1ccc(C)cc1C)C(=O)O (some centres not stated) | -0.9 | 1.7 | 2.2 | 5.6 | 0.1 | 9.4 | 0.5 | -0.1 | 0.6 | 64.0*
CCCCc1nnc(NC(=O)Cc2ccc(OC)c(S(=O)(=O)N3CCOCC3)c2)s1 | -2.5 | 2.4 | -1.2 | 8.8 | -2.1 | 0.0 | -3.7 | -1.2 | -2.6 | -2.7
COc1cccc(C(=O)/C=C/c2ccc(N3CCCCC3)c([N+](=O)[O-])c2)c1 | -8.8 | -3.7 | -0.2 | 4.2 | 4.0 | 20.6 | 1.0 | 0.6 | -1.5 | 8.3
CCCCNC(=O)c1cccc(NC(=O)C(=O)c2ccccc2NC(C)=O)c1 | 3.9 | 6.6 | -2.5 | 5.1 | -2.7 | -8.5 | 2.2 | 3.9 | -2.2 | 0.0
Cc1ccc(NC(=O)CCC(=O)NN=Cc2ccc(C)o2)c(C)c1 | · | 4.8 | 0.6 | -7.4 | 0.3 | 15.3 | -11.3 | 1.5 | 1.9 | 0.2
CC(C(=O)OCn1nnc2ccccc2c1=O)N1C(=O)c2ccccc2C1=O (configuration not stated) | 8.6 | 4.1 | 1.1 | -2.7 | -0.4 | 7.9 | 2.6 | 0.0 | -1.4 | -2.0
CN(C)N1C(N)=C(C#N)C(c2ccc(Br)cc2)C2=C1CC(C)(C)CC2=O (configuration not stated) | -3.3 | -7.7 | 0.3 | 6.5 | -1.8 | -13.2 | -5.0 | -12.9 | -2.4 | -0.2

NPR2 activator, entries above that show a hit.
SMILES	HTRA1 inh	mABHD4 FP	NPR2 activator	ARFGAP1 inh	PG9 Ab binder	ASAP1 GAP inh	NR1D1 modulator	NPR1 activator	SMARCA2 activ
CCCCCn1cnc2c(=S)nc(N)[nH]c21	1.0	-2.9	80.7*	-0.7	-0.6	-6.5	-4.5	74.8*	0.4

Molecules from the list above that contain a halogen:
SMILES | HTRA1 inh | mABHD4 FP | NPR2 activator | ARFGAP1 inh | PG9 Ab binder | ASAP1 GAP inh | NR1D1 modulator | NPR1 activator | SMARCA2 activ | rCAG binder
Nc1nc(Br)c2ccccc2c1-c1ccc(F)cc1 | -1.5 | -3.5 | -6.9 | -9.3 | -0.3 | 23.4 | 2.7 | -12.4 | -2.1 | -1.1
CC1=C(C(=O)N(C)C)CC(CC(=O)NCC2CCCCC2)C(=O)N1Cc1ccc(F)cc1 (configuration not stated) | · | -3.3 | -8.2 | 0.1 | 1.7 | 1.2 | -5.4 | -2.8 | -1.5 | 0.3
CN(C)N1C(N)=C(C#N)C(c2ccc(Br)cc2)C2=C1CC(C)(C)CC2=O (configuration not stated) | -3.3 | -7.7 | 0.3 | 6.5 | -1.8 | -13.2 | -5.0 | -12.9 | -2.4 | -0.2

(continued)
SMILES | HTRA1 inh | mABHD4 FP | NPR2 activator | ARFGAP1 inh | PG9 Ab binder | ASAP1 GAP inh | NR1D1 modulator | NPR1 activator | SMARCA2 activ | rCAG binder
COc1cc(C(=O)NCC(c2ccco2)N2CCOCC2)cc(OC)c1OC (configuration not stated) | -0.6 | 0.0 | 2.8 | -3.4 | 0.1 | -14.8 | 0.4 | 3.1 | -1.5 | -3.8
CCCN1C2CCCC1CC(NC(=O)Nc1cccc(C(C)=O)c1)C2 (configuration not stated) | -2.9 | 2.2 | 1.6 | 5.9 | -2.8 | 4.2 | 3.8 | -2.6 | -0.3 | -1.8
CCN1C(=O)C(CC(=O)Nc2ccc(OC)cc2)N(CCCN2CCN(c3ccc(F)cc3)CC2)C1=S (configuration not stated) | -3.7 | -2.0 | 1.0 | -3.2 | -0.7 | 1.1 | -3.8 | -0.8 | -2.2 | -3.2
CN(c1ccccc1)c1nc(N)c(C#N)c(CC#N)c1C#N | -7.0 | 5.3 | 2.8 | 7.5 | -0.5 | -6.2 | 0.8 | 4.7 | 0.1 | 1.4
COCC(=O)Nc1sc2c(c1C(=O)OC)CCC(C)C2 (configuration not stated) | -4.7 | -11.5 | -4.8 | -0.7 | 2.0 | -10.4 | 0.7 | 3.0 | -1.8 | 2.2
CCCCC(C(=O)NC1CCCC1)N(C(=O)c1snc(C(N)=O)c1N)c1ccc(C)cc1 (configuration not stated) | 4.8 | 0.4 | -12.9 | 10.1 | -1.1 | 16.0 | 15.2 | -29.1 | -2.7 | 1.7
O=C(N/C(=C\c1ccc2c(c1)OCO2)C(=O)N1CCOCC1)c1ccccc1Br | -3.2 | 0.8 | 2.2 | -1.2 | 0.5 | -2.0 | 0.5 | 1.4 | -0.7 | -2.5
CCN(C(=O)COC(=O)/C=C/c1nc2ccccc2s1)c1c(N)n(Cc2ccccc2)c(=O)[nH]c1=O | 0.1 | -8.7 | 0.3 | 6.5 | -1.2 | -13.4 | 0.1 | -0.9 | 0.3 | 2.3
Cc1nc(CN2CCCCC2)c(O)c(=O)[nH]1 | -1.4 | 11.0 | 4.3 | 0.4 | -0.5 | -9.6 | -7.2 | 3.3 | -2.1 | 1.3
COCCC1CCCCN1C(=O)c1ccc(OC)c(OC2CCN(C(C)=O)CC2)c1 (configuration not stated) | 4.7 | 6.2 | 2.1 | -5.9 | -1.1 | -12.6 | -4.6 | 0.6 | -0.4 | -5.2
O=C(NCc1cccnc1)c1ccc(CS(=O)(=O)c2ccc(Cl)cc2)o1 | -0.9 | -0.2 | 8.1 | -2.5 | 1.0 | -2.8 | 0.5 | 6.2 | -1.4 | -0.7
COc1ccccc1CNC(=O)CNC(=O)c1cn(-c2ccccc2OC)c(=O)c2ccccc12 | 3.2 | -16.4 | 3.4 | 7.2 | -1.1 | 8.0 | -3.9 | 1.2 | -1.5 | 0.8
CC(C)c1nc2n[nH]c(N)c2c2c1CSC(C)(C)C2 | 8.6 | 7.3 | 5.5 | 7.9 | -2.3 | 8.0 | -5.4 | 3.3 | 0.3 | 2.1
CCc1cccc(NC(=O)CN(C)S(=O)(=O)c2cnc[nH]2)c1 | 5.5 | 2.6 | 2.5 | -0.8 | 0.8 | -6.5 | 1.1 | 11.5 | -0.6 | 1.9
O=C(NCc1ccc(/C=N\NC(=O)C(=O)Nc2ccccc2Br)o1)C(=O)Nc1ccccc1 | 15.5 | 8.0 | -7.5 | -6.0 | -1.2 | 3.8 | 8.4 | -25.7 | 0.0 | 5.2
COc1cccc(C2C(C(=O)OC(C)C)=C(C)N=c3s/c(=C\c4ccc(C(=O)O)cc4)c(=O)n32)c1 (configuration not stated) | -5.8 | -1.6 | -1.5 | 10.8 | -2.3 | 11.5 | -4.2 | -4.2 | 2.4 | 18.8
O=C(CN1C(=O)c2ccccc2C1=O)NCCOc1ccccc1 | 9.5 | 0.1 | 2.6 | -1.1 | -1.4 | 7.5 | 0.4 | -0.6 | -2.5 | -1.7
Cc1cc2nc(C3CCCN(C(=S)Nc4ccccc4)C3)[nH]c2cc1C (configuration not stated) | -1.5 | -5.7 | -4.7 | 6.1 | -1.6 | 1.7 | -0.4 | -1.3 | -3.4 | 0.8
COc1ccc(NS(=O)(=O)c2cccc(C(=O)OCC(=O)NC3CC3)c2)cc1 | 3.7 | 5.3 | 1.4 | 9.9 | -1.9 | -3.6 | -2.0 | 1.4 | 3.1 | -0.4
CC(=O)c1ccc(S(=O)(=O)Nc2ccc(-n3cnnn3)cc2)cc1 | -2.4 | 6.9 | -3.6 | 6.8 | 0.3 | 1.1 | -5.6 | 1.9 | -2.3 | 8.2
O=C(CSc1ccc(Cl)cc1)Nc1nnc(-c2ccco2)o1 | 6.8 | 4.4 | 1.1 | -8.1 | -0.7 | -12.6 | -7.2 | 0.6 | -2.4 | 11.8
O=C(CSc1n[nH]c(-c2ccncc2)n1)c1cccc([N+](=O)[O-])c1 | · | 8.8 | -6.0 | -10.2 | 0.0 | 0.5 | -2.8 | -1.4 | 2.8 | 9.2
